# Screening data (PubChem)
# RXFP1 antagonist – RXFP1 (human) relaxin receptor antagonism | HEK293-RXFP1, relaxin-stimulated cAMP HTRF, 30 min; active compounds read low | activity change, negative = inhibition, % at 57.5 µM | Q9HBX9 | actives 0.59% (n = 350,000) | AID 1259400;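 active = activity change of -60% or lower, but not beyond a set lower limit; inconclusive = change between -60% and -40%, or beyond the set limit; inactive = change above -40%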
# Target sequence (Q9HBX9 whole entry, looked up): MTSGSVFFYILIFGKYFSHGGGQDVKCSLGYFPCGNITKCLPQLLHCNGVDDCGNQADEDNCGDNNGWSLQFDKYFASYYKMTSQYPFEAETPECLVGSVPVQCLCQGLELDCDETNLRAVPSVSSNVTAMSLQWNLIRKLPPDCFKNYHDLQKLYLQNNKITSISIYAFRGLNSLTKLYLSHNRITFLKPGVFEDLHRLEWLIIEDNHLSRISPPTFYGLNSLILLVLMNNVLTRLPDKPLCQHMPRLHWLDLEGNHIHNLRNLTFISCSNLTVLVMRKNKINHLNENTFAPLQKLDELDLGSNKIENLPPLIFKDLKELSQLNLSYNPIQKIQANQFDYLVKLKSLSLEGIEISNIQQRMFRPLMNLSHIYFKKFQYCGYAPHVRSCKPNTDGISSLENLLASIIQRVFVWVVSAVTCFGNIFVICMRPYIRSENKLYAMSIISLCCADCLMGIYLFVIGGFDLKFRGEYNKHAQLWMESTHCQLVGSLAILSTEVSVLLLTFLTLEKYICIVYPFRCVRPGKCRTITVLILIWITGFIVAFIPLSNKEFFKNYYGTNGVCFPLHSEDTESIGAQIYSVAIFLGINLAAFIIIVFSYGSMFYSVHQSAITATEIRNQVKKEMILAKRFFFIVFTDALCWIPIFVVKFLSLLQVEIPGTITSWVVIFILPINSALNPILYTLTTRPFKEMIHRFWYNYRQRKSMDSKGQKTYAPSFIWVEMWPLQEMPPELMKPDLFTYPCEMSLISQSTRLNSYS
# Numbers without * were called inactive; ? = inconclusive. % is scaled to controls: 0 for no effect and ±100 for the full control effect. Some of the compounds tested (hit frequency here may not be typical).
SMILES,RXFP1 antagonist
C[C@]12CCC(=O)C=C1C=CC1C2CC[C@@]2(C)C1CC[C@@]21CCC(=O)O1 (some centres not stated),0
Cc1cc(C)cc(NC(=O)CN2C(=O)NC(Cc3c[nH]c4ccccc34)C2=O)c1 (configuration not stated),-9
CC(NC(=O)COC(=O)C12CC3CC(CC(O)(C3)C1)C2)c1ccccc1 (configuration not stated),-15
CCCCN1C(=O)C(CC(=O)NCc2ccco2)CC(C(=O)N(CC)CC)=C1C (configuration not stated),0
Cc1cccc(C(O)c2cnc(C)n2Cc2ccccc2)c1 (configuration not stated),-21
O=C(O)CC1NC(=S)N(Cc2ccccc2)C1=O (configuration not stated),0
C[C@H]1CN([C@@H](C)CO)C(=O)CCCn2nncc2CO[C@H]1CN(C)S(=O)(=O)c1ccc2ccccc2c1,6
COCCCN1C(=O)C(CC(=O)NCc2cccc3ccccc23)CC(C(=O)N(C)C)=C1C (configuration not stated),6
CCSC(=Nc1ccccc1)N1CCOCC1,-4
CSCCC(NS(=O)(=O)c1cccc(C(F)(F)F)c1)C(=O)N1CCN(C(=O)c2ccco2)CC1 (configuration not stated),6
CN1CC[C@H](c2c(O)cc(O)c3c(=O)cc(-c4ccccc4Cl)oc23)[C@H](O)C1,-8
CC1CCC(CC(=O)O)(C(=O)O)CC1 (configuration not stated),13
C[C@H]1CN([C@@H](C)CO)C(=O)CCCn2cc(nn2)CO[C@@H]1CN(C)S(=O)(=O)c1cccs1,2
COc1ccc(OC)c(NC(=S)NCc2ccco2)c1,2
O=C(NCCCN1CCOCC1)c1cc(S(=O)(=O)N2CCOCC2)ccc1Cl,6
N#Cc1ccc(-c2ccc(OCC(=O)NN=Cc3ccncc3)cc2)cc1,-28
CCOc1ccc(C(=O)OCC(=O)Nc2cccnc2Cl)cc1OCC,-10
CS(=O)(=O)c1ccc(C(=O)NCC2(N3CCOCC3)CCCCC2)cc1,3
COc1cc(OC)c(NS(=O)(=O)c2cc(C(=O)NCCCN3CCOCC3)ccc2C)cc1Cl,-1
COc1cc(OC)cc(C(=O)Nc2cccc(NC(=O)c3cccs3)c2)c1,-1
C[C@@H]1CN([C@@H](C)CO)C(=O)c2cc(NC(=O)C3CCCCC3)ccc2O[C@@H](C)CCCCO[C@@H]1CN(C)Cc1ccncc1,6
O=C(NNC(=O)c1ccc2ccccc2c1)c1cccc(Br)c1,-17
Cn1c(-c2ccccc2)cc(=NNS(C)(=O)=O)c2cc(S(=O)(=O)O)ccc21,4
CC(C)COC(=O)N(C)C[C@@H]1OCc2cnnn2CCCC(=O)N([C@H](C)CO)C[C@@H]1C,-1
Cc1ccc([C@@H]2C[C@H]3[C@@H](CN2S(=O)(=O)c2ccc(C)cc2)C(=O)C[C@@H](c2ccc(Cl)cc2)N3S(=O)(=O)c2ccc(C)cc2)cc1,1
# Following part.
SMILES,RXFP1 antagonist
CCN(CC(=O)Nc1ccc(NC(C)=O)cc1)C(=O)c1cccc(N2C(=O)c3ccccc3C2=O)c1,2
CCc1ccc(NC(=O)COC(=O)/C=C/c2ccco2)cc1,-3
COc1cc(C2C3=C(COC3=O)Oc3cc4c(cc32)OCO4)ccc1O (configuration not stated),3
O=S(=O)(N/N=C\C=C\c1ccccc1)c1ccccc1,10
Cc1cccc(C)c1NC(=O)CN1CCN(C(=O)CNC(=O)Cc2cccc3ccccc23)CC1,6
Cc1c(C(c2cc(O)ccc2O)c2c(C)n(C)n(-c3ccccc3)c2=O)c(=O)n(-c2ccccc2)n1C,-3
COc1ccc(/C=C/C(=O)Oc2ccc(C=O)cc2OC)cc1,-5
COCCNC(=O)C(=O)NCC1OCCN1S(=O)(=O)c1cc(F)ccc1F (configuration not stated),6
O=C(CCC(C(=O)c1ccccc1)c1ccccc1)c1ccccc1 (configuration not stated),-16
O=C(CCC1CCCCC1)Nc1cccc(C(=O)Nc2ccc(C(=O)O)cc2)c1,-8
COc1cc(N)c2ncccc2c1SC,-2
CC(=O)Nc1ccc(NC(=O)c2c(C)c(-c3ccccc3)nc3ccccc23)cc1,-2
CCOc1ccccc1C=NNC(=O)c1cccc2ccccc12,-32
Nc1ccc(Sc2ccccc2)nc1,3
CC1CCC(NC(=O)c2nn(C)c(=O)c3ccccc23)CC1 (configuration not stated),2
CCN1CCCC1CNC(=O)c1ccc2c(c1)NC(=O)/C(=C\c1ccccc1F)S2 (configuration not stated),-12
COCCn1cnnc1SCC(=O)Nc1cc(C)on1,-8
CC1(CN2CCCC2)CCC(NC(=O)C(c2ccccc2)c2ccccc2)C(C)(C)O1 (configuration not stated),4
CCn1c(SCC(=O)N2CCCCC2)nc2c([nH]c3ccccc32)c1=O,3
CC1(CCOCc2ccccc2)NC(=O)NC1=O (configuration not stated),-4
CCCCN1C[C@H](c2ccc(OC)cc2)[C@@H](CC(=O)Nc2ccc(Br)cc2)C1=O,-3
COc1cc2ccccc2cc1C(=O)N1CC(C)OC(C)C1 (configuration not stated),-9
CN1C(=O)[C@H]2[C@@H](c3ccc(C(F)(F)F)cc3)N[C@]3(CCCN(Cc4ccco4)C3=O)[C@H]2C1=O,-3
Cn1nc(C(=O)OCC(=O)c2ccccc2)c2ccccc2c1=O,-10
O=C1CSC(=S)N1Nc1ccccc1,-7

# Exported with bars between the fields: part of the list above.
compound | RXFP1 antagonist
COc1cc(OC)c(NS(=O)(=O)c2cc(C(=O)NCCCN3CCOCC3)ccc2C)cc1Cl | -1
C[C@H]1CN([C@@H](C)CO)C(=O)CCCn2nncc2CO[C@H]1CN(C)S(=O)(=O)c1ccc2ccccc2c1 | 6
CS(=O)(=O)c1ccc(C(=O)NCC2(N3CCOCC3)CCCCC2)cc1 | 3
CC1CCC(CC(=O)O)(C(=O)O)CC1 (configuration not stated) | 13
Cc1cccc(C)c1NC(=O)CN1CCN(C(=O)CNC(=O)Cc2cccc3ccccc23)CC1 | 6
COc1cc(OC)cc(C(=O)Nc2cccc(NC(=O)c3cccs3)c2)c1 | -1

# Seven entries from above, sorted by SMILES length, high to low:
SMILES,RXFP1 antagonist
CC1(CN2CCCC2)CCC(NC(=O)C(c2ccccc2)c2ccccc2)C(C)(C)O1 (configuration not stated),4
CCN1CCCC1CNC(=O)c1ccc2c(c1)NC(=O)/C(=C\c1ccccc1F)S2 (configuration not stated),-12
COc1cc(C2C3=C(COC3=O)Oc3cc4c(cc32)OCO4)ccc1O (configuration not stated),3
O=C(CCC(C(=O)c1ccccc1)c1ccccc1)c1ccccc1 (configuration not stated),-16
CC1CCC(NC(=O)c2nn(C)c(=O)c3ccccc23)CC1 (configuration not stated),2
O=S(=O)(N/N=C\C=C\c1ccccc1)c1ccccc1,10
CCOc1ccccc1C=NNC(=O)c1cccc2ccccc12,-32

# Later entries.
SMILES,RXFP1 antagonist
O=C(c1ccc2c(c1)C(=O)N(c1ccc(Cl)cc1)C2=O)N1CCN(c2ccccn2)CC1,-4
Cn1c(=O)c2c(nc(CN3CCN(c4ccccc4)CC3)n2CCc2ccccc2)n(C)c1=O,-7
N/C(=N\NS(=O)(=O)c1ccccc1Cl)c1ccccn1,-7
COc1ccc2cc(N3CCCC3=O)ccc2c1,1
CC(=O)c1cccc(NC(=O)CN2C(=O)NC(C)(C)C2=O)c1,-6
CCCCCC(=O)N1C[C@H](n2cc(C3CC3)nn2)[C@@H](O)C[C@@H]1c1ccc(C)cc1,-1
C[C@H](NC(=O)c1ncn2c1C(=O)NC[C@H]2C)C(=O)OC(C)(C)C,13
O=S(=O)(c1cnccc1N1CCN(CCO)CC1)N1CCCC1,9
O=C1C(Cl)=C(NCCCN2CCOCC2)C(=O)c2ccccc21,14
Cc1cc(C)cc(-n2nnc3ccccc3c2=O)c1,-6
O=CNC1(c2ccccc2)CCCCC1,4
CN(CC(=O)Nc1cccc(F)c1)C(=O)c1cccc(S(=O)(=O)N2CCN(Cc3ccccc3)CC2)c1,-5
O=C(NCC(c1ccco1)N1CCCCC1)c1cccs1 (configuration not stated),-5
Cc1ccsc1/C=N/NC(=O)Cc1ccc([N+](=O)[O-])cc1,4
Cc1c(N)ccc(-n2nc3ccccc3n2)c1C,6
O=C(CSc1nc2ncc(Cl)cc2[nH]1)N1CCC(Cc2ccccc2)CC1,-9
CC1(C)CC(=O)C=C(c2ccc(-c3ccc(OC(F)(F)F)cc3)cc2)C1=O,8
Cc1ccc([C@H]2C[C@H](O)[C@@H](n3cc(C4CC4)nn3)CN2C(=O)C2CCCCC2)cc1,-1
O=C(OCc1cn([C@H]2CN(C(=O)C3CCCCC3)[C@@H](c3ccccc3)C[C@@H]2O)nn1)c1ccccc1,-4
COc1cccc(NC(=O)CN(C)C(=O)/C=C/c2cn(-c3ccccc3)nc2-c2ccc(OC)c(OC)c2)c1,-2
COc1cc2c(cc1OC)C1C(=O)c3cc(OS(C)(=O)=O)c(OC)cc3C1N(C)C2=O (configuration not stated),-9
COc1ccccc1OCCC(=O)OCC(=O)Nc1ccc2c(c1)OCO2,-5
CCOC(=O)c1c(C)[nH]c(C(=O)OC(C)C(=O)Nc2ccc(C)cc2)c1C (configuration not stated),0
NC(=O)C1(Nc2ccc(Cl)cc2)CCCC1,9
NS(=O)(=O)c1ccc(N2CCN(C(=O)c3ccco3)CC2)nc1,-3
# (further entries)
SMILES,RXFP1 antagonist
O=C(O)c1ccc(NS(=O)(=O)Cc2ccc(Cl)c(Cl)c2)cc1,-15
COc1ccc(C(=O)c2ccc(Br)cc2)c(OC)c1OC,-16
CC1CCN(Cc2nc3c(c(=O)n(C)c(=O)n3C)n2CCc2ccccc2)CC1,-6
CCOc1ccc(OCC(=O)Nc2cc(Cl)ccc2-n2cncn2)cc1,5
Cn1c(SCC(=O)NCc2ccco2)nnc1C1CC1,-1
O=C(c1cncc(Br)c1)N1CCN(S(=O)(=O)c2ccc3ccccc3c2)CC1,-16
CN(C)CCNc1ccc2ncn3c4ccc(O)cc4c(=O)c1c23,-4
COC(=O)c1ccc(CNC(=O)COC(=O)CNS(=O)(=O)c2ccc(C)cc2)cc1,4
COc1ccc(CN2C(=O)C(CC(=O)NC3CCCCC3)CC(C(=O)N(C)C)=C2C)cc1 (configuration not stated),1
N#CCC(CNc1ncc(C(F)(F)F)cc1Cl)OC(=O)c1c(F)cccc1F (configuration not stated),-5
O=C(CCc1nc2sc3c(c2c(=O)[nH]1)CCCC3)NCCc1ccc(Cl)cc1,-6
CCC(C(=O)Nc1ccc(S(=O)(=O)N2CCN(C)CC2)cc1)c1ccccc1 (configuration not stated),-8
O=C1OC(c2ccccc2)(N(Nc2ccccc2)c2ccccc2)c2ccccc21 (configuration not stated),-10
O=C(Nc1ccc(F)cc1)c1cnccn1,5
Cn1c(=O)c2c(nc(CN3CCc4ccccc4C3)n2Cc2ccc(F)cc2)n(C)c1=O,-7
Cc1c(NC(=O)Nc2ccc(Cl)c(Cl)c2)sc(=S)n1C,-26
Cc1c(C(=O)c2ccc(F)cc2F)c2ccccn2c1CCc1ccccn1,-6
COc1ccc(CNC(=O)CN2CCN(S(=O)(=O)c3c(C)c(C)cc(C)c3C)CC2)cc1OC,5
O=C(NCCCN1CCOCC1)/C(=C/c1ccc(-c2cccc([N+](=O)[O-])c2)o1)NC(=O)c1ccccc1,-6
O=C(c1ccc(F)cc1)C1CCN(Cc2ccccc2)CC1,1
CCc1c(C#N)c(=O)[nH]c(=O)n1-c1ccccc1,-7
O=S(=O)(Nc1c(O)ccc2ccccc12)c1cccc2ccccc12,-9
CS(=O)(=O)N(CC(=O)N1CCCC1)c1cccc(C(F)(F)F)c1,-2
O=C(Nc1sc2c(c1C(=O)NCC(O)CO)CCCC2)c1ccccc1 (configuration not stated),-36
Cc1ccc(S(=O)(=O)NCCC(=O)NCCc2ccccc2)cc1,-2
# (continued)
SMILES,RXFP1 antagonist
CN(C)c1ccc(C(=O)C(O)c2ccccc2Cl)cc1 (configuration not stated),1
CCc1cccc(C)c1NC(=O)COC(=O)Cc1ccccc1,-4
Cc1cc(Br)c(NC(=O)CSc2n[nH]c(N)n2)c(Br)c1,-8
O=[N+]([O-])c1ccc(S(=O)(=O)N2CCN(c3ccccn3)CC2)cc1,8
Cc1ccc(S(=O)(=O)NNC(=O)C23CCC(CC2)C3)cc1,-10
CN(CC1CCCO1)S(=O)(=O)c1ccc(C(=O)Nc2ccccc2F)cc1 (configuration not stated),7
O=C(CN1C(=O)NC2(CCCCCC2)C1=O)Nc1ccc([N+](=O)[O-])cc1,-2
COc1cc(/C=C/C=C2/CC/C(=C/C=C/c3ccc(O)c(OC)c3)C2=O)ccc1O,?
CCN(CC)C(=O)C1=C(C)N(Cc2ccc(F)cc2)C(=O)C(CC(=O)NCCN2CCOCC2)C1 (configuration not stated),0
O=C1CCC(C(=O)OCC(=O)Nc2cc(Cl)ccc2F)=NN1,4
COC1=Nc2ccccc2/C=C\c2ccccc21,-14
O=C(c1ccncc1)N1CCN(c2cc(-c3ccccc3)nc3cc(-c4cccc(Cl)c4)nn23)CC1,10
O=C(COC(=O)c1ccc2c(c1)OCCO2)NCCc1ccccc1,-11
CC(C)(C)c1nnc2sc(SCC(=O)N3CCCCC3)nn2c1=O,-6
O=C(O)CC1CCC1CC(=O)O (configuration not stated),-1
Cc1ccc2c(c1)nc1c3ccccc3nc(-c3ccccc3N)n21,-9
Cc1ccc(C(=O)Nc2ncccc2C)o1,-18
COc1cccc(C#CC2=CC(=O)CC(C)(C)C2)c1,3
CCOc1cc(N2CCOCC2)c(OCC)cc1NC(=O)CSc1ncccc1C(=O)O,3
O=C1N=C(O)CN1/N=C/c1ccc(-c2ccc([N+](=O)[O-])cc2)o1,-36
Cc1cc([N+](=O)[O-])c2ccccc2c1NS(=O)(=O)c1ccccc1,-10
Cc1cc(=O)n(Cc2ccco2)c(=S)[nH]1,5
CC(C)[C@H](NC(=O)c1cccc(CN(Cc2ccccc2)C(=O)c2ccccc2)c1)C(=O)O,4
C[C@H](O)[C@@H]1C(=O)N2CCc3c([nH]c4ccccc34)[C@@H]2C[C@@H]1N(C)C(=O)Nc1cc(Cl)cc(Cl)c1,1
Cc1ccc(S(=O)(=O)NCCC(=O)NNc2c(F)c(F)cc(F)c2F)cc1,12
